From PubChem BioAssay
DENV2 CPE rescue: inhibitors of DENV2 cytopathic effect; DENV2-infected cells, cytopathic effect rescue, plate reader; CPE inhibition, % at 9.99 µM; 1.7% of 350,000 active; AID 651640; in the data active means CPE inhibition above about 20%, passing the limit was not always enough; inconclusive means no clear call, values can overlap the other calls; tested in BHK-21 cells;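 further: 0% = median of neutral control wells and 100% = median of positive control wells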
E-selectin induc: induces E-selectin expression in human endothelial cells; AID 686992; P16581; 0.37% of 260,000 active; activation, % at 7.58 µM; HUVEC E-selectin immunofluorescence imaging; normalized: neutral wells 0, TNF-alpha wells 100;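 active means mean E-selectin-positive cell signal at least 10% of the positive control, reached in at least 60% of replicates, without over 20% cell loss; inconclusive means no rule given, readout overlaps actives, possibly toxicity-flagged; inactive means the rest, including those meeting only one limit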;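 further: in these data hits start at about 27%; measured in HUVEC primary endothelial cells; signal is the percent of cells scored E-selectin positive by PE staining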
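Assay system: HUVEC, human umbilical vein endothelial cells / Amount: 3,000 HUVEC/well / Controls: TNF-alpha positive control, DMSO neutral control / Compound dosing: single concentration / Medium: EGM-2 over gelatin coat / Evaluation: percent E-selectin-positive cells / Signal: immunofluorescence imaging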
C2C12 statin: suppression of simvastatin myotoxicity; C2C12 myotubes + simvastatin, ATP luminescence, 48 h; scaled: DMSO 0, geranylgeraniol control 100; rescue of ATP level, % at 7.49 µM; 0.78% of 330,000 active; AID 602340;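 active means mean ATP rescue above about 67%, or every replicate alone reaching that limit, limit read from the data, passing the limit was not always enough; inconclusive means no clear call, values can overlap the other calls; inactive means mean under the limit and some replicate under it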;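 further: myotubes were challenged with 10 µM simvastatin during compound exposure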
PglD inh: PglD (C. jejuni) enzyme inhibition; AID 602405; 0.098% of 360,000 active; purified PglD enzyme, DTNB colorimetric CoA detection; inhibition, % at 12.5 µM; in the data active means inhibition above about 16%, passing the limit was not always enough; inconclusive means no clear call, values can overlap the other calls; further: strong numbers were not always called active
ERp5 block: blocks human ERp5 reductase activity on insulin | ERp5 insulin aggregation, absorbance 650 nm, 90 min | AID 651711 | Q15084 | 0.05% of 350,000 active | inhibition, % at 9.99 µM;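 active means mean replicate inhibition above about 25%, with every replicate also reaching it, limit read from the data, passing the limit was not always enough; inconclusive means only one of those two criteria met; inactive means neither criterion met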
Target sequence (Q15084 whole entry, looked up): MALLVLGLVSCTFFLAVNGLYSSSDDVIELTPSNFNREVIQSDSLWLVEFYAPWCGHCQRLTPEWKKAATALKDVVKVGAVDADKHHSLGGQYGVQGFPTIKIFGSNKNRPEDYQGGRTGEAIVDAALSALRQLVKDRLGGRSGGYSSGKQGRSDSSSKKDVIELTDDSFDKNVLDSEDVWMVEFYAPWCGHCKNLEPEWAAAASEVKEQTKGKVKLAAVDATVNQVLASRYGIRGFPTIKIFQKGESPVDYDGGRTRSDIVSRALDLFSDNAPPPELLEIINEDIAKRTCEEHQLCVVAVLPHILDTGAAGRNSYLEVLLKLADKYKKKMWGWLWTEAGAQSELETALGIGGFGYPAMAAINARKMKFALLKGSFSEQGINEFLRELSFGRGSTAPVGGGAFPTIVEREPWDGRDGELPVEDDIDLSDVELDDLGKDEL
SIRT5 block: sirtuin-5 (human) deacylase inhibition; Q9NXA8; Purified SirT5, succinyl-peptide AMC, trypsin-coupled fluorescence; inhibition, % at 15 µM; 1.1% of 330,000 active; AID 652115; in the data active means inhibition above about 15%; inconclusive means no clear call, values can overlap the other calls
Target sequence (Q9NXA8 whole entry, looked up): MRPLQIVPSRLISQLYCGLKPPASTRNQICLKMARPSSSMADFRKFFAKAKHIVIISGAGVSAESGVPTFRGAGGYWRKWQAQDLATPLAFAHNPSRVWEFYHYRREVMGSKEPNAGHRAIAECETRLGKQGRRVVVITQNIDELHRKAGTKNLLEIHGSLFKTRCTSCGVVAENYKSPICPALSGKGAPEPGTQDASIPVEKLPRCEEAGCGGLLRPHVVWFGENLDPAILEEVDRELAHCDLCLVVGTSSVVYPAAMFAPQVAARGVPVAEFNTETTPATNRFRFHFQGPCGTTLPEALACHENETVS
S100A4 MyoIIA: S100A4-myosin IIA interaction inhibition | P26447 | S100A4/TAMRA-MyoIIA peptide fluorescence polarization | inhibition, % at 10.7 µM | 0.14% of 360,000 active | AID 652163;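 active means mean inhibition of at least 70% across replicates, with every replicate also reaching that level; inconclusive means mean inhibition reaches 70% but some replicates fall short; inactive means mean inhibition below 70%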
Target sequence (P26447 whole entry, looked up): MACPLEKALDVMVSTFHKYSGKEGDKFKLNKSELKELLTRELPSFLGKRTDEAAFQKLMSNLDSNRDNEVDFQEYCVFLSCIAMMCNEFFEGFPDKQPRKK
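Assay system: human S100A4 monomer with TAMRA-labelled myosin IIA peptide / Buffer or medium: Calcium-containing HEPES buffer, pH 7.2 / Reagent: TAMRA-labelled myosin IIA heavy-chain peptide probe, 5 nM / Compound: one dose per compound / Timing: polarization read 5 min after assay mix addition, stable 5–60 min / Benchmarks: neutral control DMSO, positive control TFP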
* = called active by the depositor; ? = inconclusive; · = not tested or not shown; & = joins results of further samples.

structure,DENV2 CPE rescue,E-selectin induc,C2C12 statin,PglD inh,ERp5 block,SIRT5 block,S100A4 MyoIIA
CC(=O)O[C@]1(C)C(=O)OC/C2=C/CN(C)CCC(OC(=O)[C@@](O)(C(C)O)C[C@H]1C)C2=O (stereo not given in full),3,·,1,0,2,-9,-3
COC(=O)C1=C(c2ccccc2OCc2ccccc2)C[C@@H]2CC[C@H]1N2C(=O)NCc1ccc(OC)c(OC)c1,-6,0.0,-14,1,0,0,-3
CC=C(CC)C1(CC)C(=O)NC(=S)NC1=O,12,-0.1,·,·,0,-1,23
COC(=O)C1=C(N)Oc2cc(C)oc(=O)c2C12C(=O)Nc1ccccc12 (stereo not given),-2,2.6,·,·,0,-2,-11
C(CCc1nn[nH]n1)CCc1nn[nH]n1,-2,2.3,·,·,5,0,8
FC(F)(F)c1ccccc1NC1=NCCCS1,9,0.0,·,0,2,2,8
CC1CCN(C(=O)CCl)CC1,7,7.0,·,·,4,-3,-6
CC[C@H]1OC(=O)C[C@@H](O)[C@H](C)[C@@H](O[C@@H]2O[C@H](C)[C@@H](O[C@H]3C[C@@](C)(O)[C@@H](O)[C@H](C)O3)[C@H](N(C)C)[C@H]2O)[C@@H](CC=O)C[C@@H](C)C(=O)/C=C/C(C)=C/[C@@H]1CO[C@@H]1O[C@H](C)[C@@H](O)[C@@H](OC)[C@H]1OC,-3,0.2,-2,5,3,-1,-3
COC(=O)C1=C(c2ccc(OC(F)(F)F)cc2)C[C@@H]2CC[C@H]1N2C(=O)NC1CCCCC1,37*,-0.1,-30,0,-1,2,4
Cc1ncoc1C(=O)NCC1=C(c2ccc(S(C)(=O)=O)cc2)C[C@@H]2CC[C@H]1N2Cc1ccco1,-10,-0.1,3,-1,-3,0,3
O=S(=O)(c1ccccc1)C1CN1c1c(F)c(F)c(F)c(F)c1F (stereo not given),0,0.8,·,·,-7,-3,-1
C/C(=N\N1CCCCCC1)c1c(O)n(-c2ccc(C)cc2)c(=O)[nH]c1=O,5,·,·,·,-2,-1,-17
O=C(Cc1ccccn1)N1CCCCN2[C@H](CO)[C@H](c3ccc(-c4ccccc4F)cc3)[C@@H]2C1,-7,-0.6,41,2,3,-10,-1
COc1ccc(N2C(=O)NC(=O)/C(=C\c3ccccc3[N+](=O)[O-])C2=O)cc1,·,5.5,5,-1,5,0,-27
Cc1nc2ccccc2c(=O)n1-c1ccc(Cl)cc1[N+](=O)[O-],5,·,·,·,0,0,-1
O=C1NC(=O)C2(CCN(S(=O)(=O)c3ccccc3)CC2)C(=O)N1,-9,-0.2,-4,-3,2,-8,-16
O=C1NC(=O)C(=Cc2c(Cl)cccc2Cl)C(=O)N1,-5,0.1,·,·,-6,-8,3
CCCCCSc1cc(O)c(C(CNC)C(C)C)cc1OC (stereo not given),11,-1.7,1,-3,0,-4,-2
COC(=O)C1=C(c2ccc(F)cc2OCc2ccccc2)C[C@@H]2CC[C@H]1N2C(=O)NCCc1ccc(F)cc1,-6,0.0,-13,-1,3,-4,-27
CCc1ccc(-n2c(O)c(/C=N/N3CCCCC3c3cccnc3)c(=O)[nH]c2=O)cc1 (stereo not given),6,·,·,·,0,0,-2
Cc1ccccc1NC(=NCCCN1CC1)Nc1ccccc1C,-6,·,·,·,-3,-7,0
CC1([N+](=O)[O-])COP(=O)(NC2CC2)OC1 (stereo not given),-1,0.1,·,·,-11,1,-1
CCCCn1c(O)c(C(C)=Nc2cccc(C(=O)O)c2)c(=O)[nH]c1=O,·,·,0,9,0,-9,-7
COC(=O)C1=C(c2c(C)noc2C)C[C@@H]2CC[C@H]1N2C(=O)NCCCOC(C)C,-20,0.0,-9,-4,-1,·,-3
COc1ccccc1-n1c(O)c(/C=N/N2CCCCC2)c(=O)n(-c2ccccc2OC)c1=S,5,4.9,3,·,6,-3,-11

Part of the list above, set out differently:
Sequence of screens: DENV2 CPE rescue | E-selectin induc | C2C12 statin | PglD inh | ERp5 block | SIRT5 block | S100A4 MyoIIA
> C(CCc1nn[nH]n1)CCc1nn[nH]n1
  -2 | 2.3 | · | · | 5 | 0 | 8
> FC(F)(F)c1ccccc1NC1=NCCCS1
  9 | 0.0 | · | 0 | 2 | 2 | 8

Later entries:
compound | DENV2 CPE rescue | E-selectin induc | C2C12 statin | PglD inh | ERp5 block | SIRT5 block | S100A4 MyoIIA
C[C@H](CO)N1C[C@H](C)[C@@H](CN(C)C(=O)Oc2ccc3ccccc3c2)OCc2cnnn2CCCC1=O | 2&-4 | -0.3&0.2 | -2&-3&-3 | 0&-2 | 1&3 | -3&-1 | -2&-2
CN(C)c1ccc(NC(=O)CN2C(=O)CN=C(c3ccccc3)c3cc(Cl)ccc32)cc1 | -7 | -1.6 | 15 | -2 | -3 | -1 | -3
Cc1noc(C)c1CSCC(=O)Nc1ccc(C#N)c(Cl)c1 | 0 | -0.2 | 2 | · | -12 | -3 | 13
CC(C)CN1Cc2ccccc2-n2nncc2C1 | -9 | · | 3 | 1 | -12 | -3 | -8
COC(=O)C1=C(c2cccc(C#N)c2)C[C@@H]2CC[C@H]1N2C(=O)NCCO | -3 | -0.1 | 5 | -2 | -7 | -8 | -8
CCCCC(=O)N/N=C/c1c(O)n(CC)c(=S)[nH]c1=O | -1 | · | · | · | 3 | 0 | 7
CCCCCn1c(=O)c(C(=O)Nc2ccccc2)c(O)c2ccccc21 | -2 | · | -1 | -2 | 1 | -1 | 0
CCCCn1nnnc1C(C1CC1)N1CCC2(CC1)C(=O)NCN2c1ccccc1 (stereo not given) | ? | 0.1 | -13 | 5 | 4 | 0 | 1
Cc1cccc(NC(=O)N2CCCC2)c1 | -3 | · | · | · | 2 | -6 | 1
COc1c(C)cc(C(=O)C2CCCN(Cc3cccc(C)n3)C2)cc1C (stereo not given) | 0 | · | · | · | 4 | -3 | 19
O=c1[nH]c(O)c(N=Nc2cc(C(F)(F)F)ccc2Cl)c(=O)[nH]1 | · | · | · | · | 5 | -5 | -1
CC1=NN(c2ccccc2)C(=O)/C1=C/c1c(O)[nH]c(=O)[nH]c1=O | 6 | -0.5 | 6 | -3 | 2 | 7 | -5

Further compounds follow.
compound | DENV2 CPE rescue | E-selectin induc | C2C12 statin | PglD inh | ERp5 block | SIRT5 block | S100A4 MyoIIA
O=C(COc1ccc(Br)cc1)N1CCN(Cc2ccc3c(c2)OCO3)CC1 | -1 | -0.3 | 0 | -4 | 4 | -3 | 8
Cc1cc(C=C2C(=O)NC(=O)NC2=O)c(C)n1-c1ccncc1 | · | 0.8 | 10 | 0 | -10 | 0 | 12
COC(=O)[C@@H]1[C@@H](CO)[C@@H]2Cn3c(ccc(-c4ccccc4OC)c3=O)[C@H]1N2Cc1ccccc1 | · | 0.2 | -19 | 1 | · | · | 1
COc1ccccc1CNCCc1cccc(Cl)c1 | -3 | 0.0 | -10 | 1 | 10 | · | -3
Cc1ccc(-n2c(O)c(C=NCCC3=CCCCC3)c(=O)[nH]c2=O)cc1 | ? | · | 11 | -1 | 1 | 4 | -1
COC(=O)C1=C(c2cccc(OCc3ccccc3)c2)C[C@@H]2CC[C@H]1N2C(=O)NCCCc1ccccc1 | -4 | -0.2 | 35 | -1 | 0 | -3 | -5
CCC(C(=O)N1CCC2(CC1)OCCO2)n1c2ccccc2c2nc(=O)cc(C)n21 (stereo not given) | -1 | · | -26 | 3 | -2 | -1 | 3
COc1ccc(NC(=O)c2cn(CCC#N)nc2-c2ccccc2)cc1 | 12 | 0.1 | 4 | -17 | 0 | -3 | -3
c1ccc2c(CCNCc3ccc4c(c3)OCO4)c[nH]c2c1 | · | -2.0 | 5 | -1 | · | · | ·
CC1C(C)N1CC(O)Cn1ccnc1[N+](=O)[O-] (stereo not given) | 0 | -0.2 | 6 | 3 | -4 | 2 | -3
COc1nc2ccccc2nc1N1CCN(C)CC1 | -2 | · | -1 | 0 | 1 | 0 | 1
CN(Cc1cccc(-c2cccnc2)c1)C(=O)Oc1ccc([N+](=O)[O-])cc1 | 7 | · | · | · | 8 | 3 | 18

The listing continues:
compound | DENV2 CPE rescue | E-selectin induc | C2C12 statin | PglD inh | ERp5 block | SIRT5 block | S100A4 MyoIIA
COc1cccc(C(=O)C2CCCN(Cc3cccc4c3OCO4)C2)c1 (stereo not given) | 1 | 0.0 | · | · | -1 | -3 | -3
COc1ccc(C(c2nnnn2-c2c(C)cccc2C)N2CCC(n3c(=O)[nH]c4ccccc43)CC2)cc1 (stereo not given) | -11 | -0.3 | -7 | 3 | 3 | -3 | -6
COC(=O)C1=C(c2ccc(OC)c(OC)c2)C[C@@H]2CC[C@H]1N2C(=O)N1CCOCC1 | -1 | -0.1 | -13 | 0 | -1 | · | 0
O=C(c1ccc(CNS(=O)(=O)c2ccc(Br)cc2)cc1)N1CCC2(CC1)OCCO2 | 37* | · | 0 | -4 | 2 | -1 | -1
C=C1C(C)C2C(Cc3ccccc3)NC(=O)C23OC(=O)/C=C/C(O)CCCC(C)C/C=C/C3C1O (stereo not given) | 1 | 0.6 | · | · | 10 | 1 | 1
O=C1/C(=C/c2ccncc2)N2CCC1CC2 | 3 | -0.5 | -3 | · | 0 | -2 | 2
COc1cccc(CN2CCCCC2c2cccnc2)c1 (stereo not given) | 0 | · | 4 | -2 | -1 | -2 | -27
O=P(Nc1ccccc1)(Oc1ccccc1)Oc1ccccc1 | -9 | -0.3 | · | 2 | -10 | -6 | 1
O=C(O)c1nn(Cc2ccc(Cl)cc2Cl)c2ccccc12 | 3 | -1.9 | 4 | 5 | 1 | -1 | -3
Cc1cccc(NC(=S)N2CC3CC(C2)c2cccc(=O)n2C3)c1C (stereo not given) | 3 | 0.1 | -5 | · | 0 | -5 | -5
Cc1ccc(NC(=O)c2cn(CCC#N)nc2-c2ccc3c(c2)OCCO3)c([N+](=O)[O-])c1 | 1 | -0.8 | · | · | -2 | -2 | 1
CN1CCc2cccc(Cl)c2CC1 | -5 | -2.3 | 9 | 1 | -2 | -1 | -3

Later entries:
compound | DENV2 CPE rescue | E-selectin induc | C2C12 statin | PglD inh | ERp5 block | SIRT5 block | S100A4 MyoIIA
Cc1ccc(S(=O)(=O)N2Cc3cc(-c4ccccc4)ccc3-n3nncc3C2)cc1 | ? | -0.2 | 2 | 4 | -4 | 5 | 2
O=C(O)[C@H]1[C@H](CO)[C@H]2Cn3c(cccc3=O)[C@@H]1N2C(=O)c1ccccc1 | 16 | 0.2 | 2 | 3 | -4 | 1 | -7
C=CCN1CC[C@]23c4c5ccc(O)c4OC2C(=O)CC[C@@]3(O)[C@H]1C5 (stereo not given in full) | 15 | · | · | · | -2 | · | 2
COC(=O)C1=C(c2cccc(C#N)c2)C[C@@H]2CC[C@H]1N2C(=O)NCCOc1ccccc1Cl | -8 | 0.1 | -2 | 0 | -1 | · | -15
C=CCc1cc(OC)c2c(c1)OCO2 | 14 | · | 2 | -3 | 4 | -2 | -1
CCOc1ccc(C(=O)OC2CC3CCC(C2)N3C)cc1 (stereo not given) | -1 | 0.1 | -16 | -2 | ? | -7 | -2
CCC(c1nnnn1-c1ccc(OC)cc1)N1CCC2(CC1)C(=O)NCN2c1ccccc1 (stereo not given) | -3 | -1.4 | 10 | -5 | -2 | -5 | -9
CCCN1CCC(NC2CCC(O)CC2)CC1 (stereo not given) | 2 | 0.2 | 12 | -5 | 3 | -2 | 0
COc1cccc(C2(O)CCSCC2CN(C)C)c1 (stereo not given) | -10 | · | · | -4 | -4 | -1 | 1

One compound at a time, from the list above. Screens in order: DENV2 CPE rescue	E-selectin induc	C2C12 statin	PglD inh	ERp5 block	SIRT5 block	S100A4 MyoIIA
Entry for `CCC(c1nnnn1-c1ccc(OC)cc1)N1CCC2(CC1)C(=O)NCN2c1ccccc1` (stereo not given) = -3	-1.4	10	-5	-2	-5	-9
Entry for `O=C(O)[C@H]1[C@H](CO)[C@H]2Cn3c(cccc3=O)[C@@H]1N2C(=O)c1ccccc1` = 16	0.2	2	3	-4	1	-7

The list is partial; count on the stated rates, not on these rows.
